EBNA-1 inh: blocks EBNA-1 binding to DNA; inhibition, % at 14.8 µM; hit rate 0.34% among 300,000; EBNA-1 DNA binding, fluorescence polarization; in the data active = inhibition above about 28%
PP5 primary: blocks human protein phosphatase 5 activity; P53041; hit rate 0.18% among 320,000; inhibition, % at 6.7 µM; purified PP5c, OMFP substrate fluorescence;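 active = inhibition above the campaign's mean inhibition across all tested compounds plus 3 SD, cut at about 9.5% in these data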;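 note: 0% = DMSO only and 100% = 100 µM cantharidin control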
Target sequence (P53041 whole entry, looked up): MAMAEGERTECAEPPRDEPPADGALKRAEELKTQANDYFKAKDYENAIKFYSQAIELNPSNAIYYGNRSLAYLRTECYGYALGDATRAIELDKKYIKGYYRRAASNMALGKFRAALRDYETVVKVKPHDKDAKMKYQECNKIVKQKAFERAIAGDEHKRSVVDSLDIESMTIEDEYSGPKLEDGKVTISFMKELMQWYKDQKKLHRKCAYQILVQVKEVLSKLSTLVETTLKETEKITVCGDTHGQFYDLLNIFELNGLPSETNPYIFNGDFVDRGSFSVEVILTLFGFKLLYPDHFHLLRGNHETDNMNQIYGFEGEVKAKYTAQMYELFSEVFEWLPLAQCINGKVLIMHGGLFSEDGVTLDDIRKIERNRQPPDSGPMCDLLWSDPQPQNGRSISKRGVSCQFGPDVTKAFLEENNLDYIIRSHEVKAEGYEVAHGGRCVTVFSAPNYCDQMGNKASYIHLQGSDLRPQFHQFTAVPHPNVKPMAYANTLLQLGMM
ZTA DNA inh: counter-screen for EBNA-1 inhibitors: inhibitors of Epstein-Barr virus ZTA | hit rate 0.15% among 320,000 | inhibition, % at 11 µM | ZTA-DNA binding, fluorescence polarization | AID 2234 | P03206; in the data active = inhibition above about 33%
GASC-1 inh: inhibitors of human GASC-1 (JMJD2C) demethylase | GST-JMJD2C(1-420) H3K9me3 demethylation, DELFIA europium | inhibition, % at 2.35 µM | hit rate 0.069% among 330,000 | AID 2099 | Q9H3R0;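 active = more than half of a compound's replicate wells show inhibition beyond 50%, single wells judged on their own value; inconclusive = some, but no more than half, of replicates pass 50% inhibition; inactive = no replicate passes 50% inhibition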;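 note: signal counts dimethyl H3K9 product captured on neutravidin plate; 0% = median of DMSO wells and 100% = 0.3 times that DMSO median; strong numbers were not always called active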
Target sequence (Q9H3R0 1-420 limits assumed): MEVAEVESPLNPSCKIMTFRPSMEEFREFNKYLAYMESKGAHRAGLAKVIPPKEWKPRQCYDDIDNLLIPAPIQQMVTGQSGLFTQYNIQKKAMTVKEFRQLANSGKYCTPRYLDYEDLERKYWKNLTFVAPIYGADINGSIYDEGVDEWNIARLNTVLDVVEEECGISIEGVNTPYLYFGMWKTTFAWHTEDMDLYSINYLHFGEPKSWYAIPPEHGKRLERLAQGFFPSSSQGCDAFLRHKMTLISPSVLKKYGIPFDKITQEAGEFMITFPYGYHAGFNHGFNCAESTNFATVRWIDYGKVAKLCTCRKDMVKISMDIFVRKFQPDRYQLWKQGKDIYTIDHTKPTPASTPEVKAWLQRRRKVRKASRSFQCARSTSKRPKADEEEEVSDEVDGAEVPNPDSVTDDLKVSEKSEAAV
Yeast superoxide: caloric restriction mimetics inhibiting age-related superoxide in yeast. S. cerevisiae aged cells, superoxide DHE fluorescence; active compounds read low. superoxide response (% of plate mean), % at 10 µM. hit rate 0.18% among 330,000. AID 2690;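 active = superoxide response under a set limit, about three screen SD below normal, cut at about 65% in these data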;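 note: yeast aged for seven days with compound at 30 °C before DHE staining; 100% = average MFI of all compound-treated wells on the plate with controls excluded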
TPT1 inh: C. albicans TPT1 enzyme inhibition; inhibition, % at 5 µM; recombinant caTPT1, FP RNA substrate dephosphorylation; hit rate 0.81% among 300,000;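 active = inhibition above the mean of all tested compounds plus 3 SD, set per screening campaign, cut at about 24% in these data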;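 note: plate controls were DMSO alone for no effect and ferristatin control at 100 nM for full effect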
core dimer inh: blocks dimerization of HCV core protein. TR-FRET GST/Flag-core106 dimerization, 1536-well. inhibition, % at 5 µM. AID 1899. hit rate 0.33% among 300,000;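 active = inhibition above the mean of all tested compounds plus 3 SD, set per screening campaign, cut at about 45% in these data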
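Material: GST/Flag-tagged HCV core106 proteins. Incubation: 4 h, 22.5 °C incubation. Read-out basis: inhibition (%) from 671 over 617 nm ratio. Measured by: TR-FRET, excitation 340 nm, emission 617 and 671 nm.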
PP1 inh: PP1-alpha (human) inhibition in PP5 counter-screen; inhibition, % at 6.7 µM; hit rate 0.9% among 320,000; P62136; purified PP1alpha, OMFP fluorescence;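 active = inhibition above the mean inhibition of all tested compounds plus 3 SD, computed separately for each screening campaign, cut at about 15% in these data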
CTSL1 counter: cathepsin L1 inhibition, PFM18AAP counter-screen | inhibition, % at 5.96 µM | hit rate 0.49% among 300,000 | AID 1906 | recombinant F. hepatica cathepsin L1, Z-Leu-Arg-MCA fluorescence;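 active = inhibition above the mean of all tested compounds plus 3 SD, set per screening campaign, cut at about 17% in these data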;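 note: 0% = plate median of test compound wells and 100% = 1 µM Z-Phe-Ala-diazomethylketone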
Active calls of the source: *.

Sample of the layout (2 entries):
How did Cc1sc2ncn(-n3c(C)ccc3C)c(=O)c2c1C do in these assays?
EBNA-1 inh: 5.7; PP5 primary: -1.5; ZTA DNA inh: 10.3; GASC-1 inh: -1.0; Yeast superoxide: 105.2; TPT1 inh: -5.3; core dimer inh: 13.9; PP1 inh: -0.2; CTSL1 counter: 2.1

What do the screens show for `Cc1nn2cc(-c3ccc(Cl)cc3)nc2s1`?
EBNA-1 inh: 8.6; PP5 primary: 0.8; ZTA DNA inh: 26.0; GASC-1 inh: 0.9; Yeast superoxide: 104.0; TPT1 inh: 0.3; core dimer inh: -2.3; PP1 inh: -2.2; CTSL1 counter: 0.1

The list itself, repeating the preview:
How did Cc1sc2ncn(-n3c(C)ccc3C)c(=O)c2c1C do in these assays?
EBNA-1 inh: 5.7; PP5 primary: -1.5; ZTA DNA inh: 10.3; GASC-1 inh: -1.0; Yeast superoxide: 105.2; TPT1 inh: -5.3; core dimer inh: 13.9; PP1 inh: -0.2; CTSL1 counter: 2.1

What do the screens show for `Cc1nn2cc(-c3ccc(Cl)cc3)nc2s1`?
EBNA-1 inh: 8.6; PP5 primary: 0.8; ZTA DNA inh: 26.0; GASC-1 inh: 0.9; Yeast superoxide: 104.0; TPT1 inh: 0.3; core dimer inh: -2.3; PP1 inh: -2.2; CTSL1 counter: 0.1

What do the screens show for `COc1ccc(CC(=O)NCC(=O)NCc2cc(=O)n(C)c(=O)n2C)cc1`?
EBNA-1 inh: -4.7; PP5 primary: 0.5; ZTA DNA inh: 3.8; GASC-1 inh: 24.5; Yeast superoxide: 101.0; TPT1 inh: 1.4; core dimer inh: 6.3; PP1 inh: -1.3; CTSL1 counter: -0.2

What do the screens show for `CC(C)[C@H](NC(=O)c1ccccc1F)C(=O)NCc1ccc(S(N)(=O)=O)cc1`?
EBNA-1 inh: -1.7; PP5 primary: 3.9; ZTA DNA inh: -10.1; GASC-1 inh: 2.3; Yeast superoxide: 103.3; TPT1 inh: 1.7; core dimer inh: -6.3; PP1 inh: -2.9; CTSL1 counter: 7.7

How did CC(=O)c1ccc(O)c(CO)c1 do in these assays?
EBNA-1 inh: 1.5; PP5 primary: 0.8; ZTA DNA inh: -0.7; GASC-1 inh: inconclusive; Yeast superoxide: 94.4; TPT1 inh: -0.5; core dimer inh: -0.8; PP1 inh: -3.8; CTSL1 counter: -0.7

How did CCOC(=O)c1ccc(NC(=O)CSc2nnc(C)n2-c2ccccc2)cc1 do in these assays?
EBNA-1 inh: -2.9; PP5 primary: 4.6; ZTA DNA inh: -14.5; GASC-1 inh: 2.8; Yeast superoxide: 100.7; TPT1 inh: -5.9; core dimer inh: 1.5; PP1 inh: 1.4; CTSL1 counter: -3.1

How did CCNC(=O)c1sc(-c2ccccc2)nc1C do in these assays?
EBNA-1 inh: 14.0; PP5 primary: 0.7; ZTA DNA inh: -5.3; GASC-1 inh: 5.8; Yeast superoxide: 108.7; TPT1 inh: -4.7; core dimer inh: -12.5; PP1 inh: -1.2; CTSL1 counter: -0.4

How did O=C(O)c1cccc(Cn2c(Cl)c(/C=N/NC(=O)c3ccccc3Cl)sc2=O)c1 do in these assays?
EBNA-1 inh: -2.8; PP5 primary: 1.2; ZTA DNA inh: 12.5; GASC-1 inh: 8.6; Yeast superoxide: 95.0; TPT1 inh: -0.2; core dimer inh: -1.5; PP1 inh: 1.3; CTSL1 counter: 2.6

How did CCOc1ccc(S(=O)(=O)Nc2ccc(C(=O)NNC(=O)c3ccncc3)cc2)cc1 do in these assays?
EBNA-1 inh: 4.6; PP5 primary: -1.6; ZTA DNA inh: 1.9; GASC-1 inh: -1.0; Yeast superoxide: 104.5; TPT1 inh: -0.8; core dimer inh: -8.1; PP1 inh: 0.2; CTSL1 counter: -0.1

Results for Fc1ccccc1NC(=S)Nc1ccc(CN2CCOCC2)cc1 ?
EBNA-1 inh: -4.2; PP5 primary: -1.8; ZTA DNA inh: -4.9; GASC-1 inh: -4.4; Yeast superoxide: 100.2; TPT1 inh: -2.9; core dimer inh: 3.9; PP1 inh: -4.7; CTSL1 counter: -1.8

Results for CCOc1ccccc1NC(=O)CCS(=O)(=O)c1ccc(OC)cc1 ?
EBNA-1 inh: 5.2; PP5 primary: 2.2; ZTA DNA inh: 26.1; GASC-1 inh: 7.8; Yeast superoxide: 87.1; TPT1 inh: 3.6; core dimer inh: 6.4; PP1 inh: -0.7; CTSL1 counter: -0.1

How did O=C(Cn1nc(CNc2ccc(Cl)cc2)[n+]2c1CCCCC2)c1ccc(Br)cc1 do in these assays?
EBNA-1 inh: -3.8; PP5 primary: 2.8; ZTA DNA inh: 3.7; GASC-1 inh: -28.4; Yeast superoxide: 97.1; TPT1 inh: 9.4; core dimer inh: -13.3; PP1 inh: 6.9; CTSL1 counter: 1.5

How did CCNC(=O)NC(=O)C(C)Sc1nnc(COc2ccccc2Cl)o1 (configuration not stated) do in these assays?
EBNA-1 inh: -4.0; PP5 primary: -0.4; ZTA DNA inh: -6.9; GASC-1 inh: -13.3; Yeast superoxide: 96.9; TPT1 inh: -0.3; core dimer inh: -1.5; PP1 inh: -6.0; CTSL1 counter: 3.2

Results for O=C(COC(=O)c1ccccc1C(=O)N1CCN(c2ccccc2)CC1)NCc1ccccc1 ?
EBNA-1 inh: -12.4; PP5 primary: 2.2; ZTA DNA inh: 11.0; GASC-1 inh: -7.9; Yeast superoxide: 113.8; TPT1 inh: -13.4; core dimer inh: 0.6; PP1 inh: -6.2; CTSL1 counter: -9.0

What do the screens show for `COc1c(/C=N/Nc2ccc(C(=O)O)cc2)c(CCN(C)C(C)=O)cc2c1OCO2`?
EBNA-1 inh: -4.6; PP5 primary: 2.5; ZTA DNA inh: 1.1; GASC-1 inh: 3.6; Yeast superoxide: 99.9; TPT1 inh: -1.1; core dimer inh: -11.2; PP1 inh: -1.8; CTSL1 counter: -2.3

How did Cc1ccc(NC(=O)c2cc(-c3ccccc3)nn2-c2ccccc2)cc1 do in these assays?
EBNA-1 inh: -5.2; PP5 primary: 3.8; ZTA DNA inh: 3.9; GASC-1 inh: 7.3; Yeast superoxide: 93.0; TPT1 inh: 1.6; core dimer inh: 3.8; PP1 inh: -4.5; CTSL1 counter: -10.4

How did NC1=NC[C@H](Cc2ccc(O)cc2)N1CCc1cc(C(F)(F)F)cc(C(F)(F)F)c1 do in these assays?
EBNA-1 inh: -3.3; PP5 primary: 0.7; ZTA DNA inh: -6.4; GASC-1 inh: 14.0; Yeast superoxide: 94.3; TPT1 inh: -1.3; core dimer inh: 0.6; PP1 inh: 2.3; CTSL1 counter: 5.8

How did COc1cc([N+](=O)[O-])ccc1NC(=O)NN1CCN(C)CC1 do in these assays?
EBNA-1 inh: 6.9; PP5 primary: 2.3; ZTA DNA inh: 8.0; GASC-1 inh: -1.4; Yeast superoxide: 97.1; TPT1 inh: -0.3; core dimer inh: 0.0; PP1 inh: -2.6; CTSL1 counter: -1.1

How did CCCc1n[nH]c(=S)n1Cc1ccco1 do in these assays?
EBNA-1 inh: 2.0; PP5 primary: 1.7; ZTA DNA inh: 10.3; GASC-1 inh: -3.4; Yeast superoxide: 93.6; TPT1 inh: -2.1; core dimer inh: -1.4; PP1 inh: 2.0; CTSL1 counter: -2.3

How did CCOc1ccc(-c2nc(CS(=O)(=O)CC(=O)NCc3ccc(F)cc3)c(C)o2)cc1 do in these assays?
EBNA-1 inh: 7.2; PP5 primary: 5.5; ZTA DNA inh: 7.1; GASC-1 inh: -2.2; Yeast superoxide: 106.7; TPT1 inh: 2.9; core dimer inh: 13.4; PP1 inh: -1.7; CTSL1 counter: -2.8

Results for COc1ccccc1OCCNc1cc(N2CCCCC2)ccc1[N+](=O)[O-] ?
EBNA-1 inh: -0.7; PP5 primary: 2.7; ZTA DNA inh: 9.2; GASC-1 inh: 1.1; Yeast superoxide: 111.1; TPT1 inh: -2.3; core dimer inh: 10.8; PP1 inh: 1.9; CTSL1 counter: -1.1

Results for CCCCn1nnnc1SCC(=O)Nc1sc2c(c1C#N)CCCC2 ?
EBNA-1 inh: 5.3; PP5 primary: 1.0; ZTA DNA inh: 8.7; GASC-1 inh: -15.8; Yeast superoxide: 108.6; TPT1 inh: 2.1; core dimer inh: 2.7; PP1 inh: -1.7; CTSL1 counter: 2.6

How did Cn1cc(C(=O)N2CCCCC2)c(=O)c2cc(S(=O)(=O)N3CCCC3)ccc21 do in these assays?
EBNA-1 inh: 7.4; PP5 primary: 1.6; ZTA DNA inh: 2.7; GASC-1 inh: 34.7; Yeast superoxide: 123.2; TPT1 inh: 0.5; core dimer inh: 0.5; PP1 inh: -1.4; CTSL1 counter: 2.8

How did C/C(=N/NC(=O)c1ccc(C)s1)c1cccc(NC(=O)c2ccoc2C)c1 do in these assays?
EBNA-1 inh: 13.2; PP5 primary: 0.4; ZTA DNA inh: -29.8; GASC-1 inh: -40.0; Yeast superoxide: 91.4; TPT1 inh: -3.5; core dimer inh: -10.2; PP1 inh: 3.1; CTSL1 counter: -2.0

What do the screens show for `CCCCn1c(=O)c(C(=O)c2ccccc2)nc2ccccc21`?
EBNA-1 inh: 6.2; PP5 primary: 3.9; ZTA DNA inh: -12.9; GASC-1 inh: -1.7; Yeast superoxide: 111.9; TPT1 inh: -1.6; core dimer inh: 2.4; PP1 inh: -3.3; CTSL1 counter: 1.8

What do the screens show for `Cc1ccc(Oc2cc([N+](=O)[O-])cc3c2C(=O)Nc2ccccc2O3)cc1`?
EBNA-1 inh: 9.2; PP5 primary: 0.6; ZTA DNA inh: -2.9; GASC-1 inh: 2.6; Yeast superoxide: 96.4; TPT1 inh: 24.5*; core dimer inh: 39.4; PP1 inh: 6.2; CTSL1 counter: 1.9

What do the screens show for `CCSCc1nnc(SCC(=O)Nc2nc(C)cs2)n1C`?
EBNA-1 inh: 1.0; PP5 primary: 0.6; ZTA DNA inh: -17.8; GASC-1 inh: -2.6; Yeast superoxide: 97.9; TPT1 inh: -4.3; core dimer inh: -4.0; PP1 inh: 3.1; CTSL1 counter: -4.1

How did Cc1n[nH]c(=O)c2c(NC(=O)CSc3nnc(C4CC4)n3C)oc(C)c12 do in these assays?
EBNA-1 inh: 4.0; PP5 primary: -2.8; ZTA DNA inh: -0.5; GASC-1 inh: 65.9; Yeast superoxide: 108.6; TPT1 inh: -0.1; core dimer inh: 1.0; PP1 inh: -8.2; CTSL1 counter: -1.4

What do the screens show for `CN(c1ccccc1)S(=O)(=O)c1ccc(NC(=O)c2ccc(-c3ccccc3)cc2)cc1`?
EBNA-1 inh: 5.5; PP5 primary: 2.9; ZTA DNA inh: -2.5; GASC-1 inh: 19.3; Yeast superoxide: 91.6; TPT1 inh: 2.7; core dimer inh: 30.9; PP1 inh: 5.8; CTSL1 counter: 1.2

How did O=C(Cc1ccsc1)Nc1ccccc1F do in these assays?
EBNA-1 inh: -3.8; PP5 primary: 2.9; ZTA DNA inh: -5.3; GASC-1 inh: -3.5; Yeast superoxide: 95.6; TPT1 inh: -1.8; core dimer inh: -3.0; PP1 inh: -2.0; CTSL1 counter: -6.4

How did NS(=O)(=O)c1ccc(CNC(=O)c2csc3c2CCCC3)cc1 do in these assays?
EBNA-1 inh: 7.4; PP5 primary: 0.9; ZTA DNA inh: 6.7; GASC-1 inh: 3.1; Yeast superoxide: 95.1; TPT1 inh: -1.6; core dimer inh: 4.7; PP1 inh: -2.3; CTSL1 counter: -6.2

What do the screens show for `Cc1ccc(/C=C(\NC(=O)c2ccccc2)C(=O)NCC2CCCO2)o1` (configuration not stated)?
EBNA-1 inh: 10.2; PP5 primary: 2.0; ZTA DNA inh: 2.0; GASC-1 inh: 9.4; Yeast superoxide: 90.0; TPT1 inh: -2.1; core dimer inh: -5.6; PP1 inh: 3.9; CTSL1 counter: 7.0

How did O=C(Oc1ccc(-c2ccccc2)cc1)N1CCOCC1 do in these assays?
EBNA-1 inh: 7.5; PP5 primary: 5.1; ZTA DNA inh: -24.6; GASC-1 inh: -3.2; Yeast superoxide: 82.2; TPT1 inh: 0.6; core dimer inh: -1.3; PP1 inh: 2.2; CTSL1 counter: 3.2
